Screening data: PubChem BioAssay, several laboratories
AddAB inh: less growth of phage-infected E. coli with AddAB; 330,000 tested, 0.29% active; inhibition, % at 11.9 µM; E. coli expressing H. pylori AddAB, absorbance growth; in the data active means inhibition above about 12%;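 further: 0% = vehicle wells of infected cells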
PfHsp90 set2: reduces growth (ATP signal) of yeast expressing P. falciparum Hsp90 | S. cerevisiae expressing PfHsp90, BacTiter-Glo ATP, 48 h; yeast lacking PDR1 and PDR3 efflux regulators | inhibition, % at 9.4 µM | 310,000 tested, 0.32% active;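 active means every replicate shows inhibition above about 80%, whatever the replicate mean, limit read from the data; inconclusive means mean inhibition reaches the set limit but some replicate falls short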;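 further: 0% = DMSO neutral controls and 100% = 20 µM radicicol positive controls; yeast relying on Plasmodium falciparum Hsp90 in place of its own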
Wnt bcat act: activates Wnt/beta-catenin signaling in a reporter cell assay; AID 743398; 300,000 tested, 1.2% active; activator, plate reader; activation, % at 9.35 µM; in the data active means activation above about 30%, passing the limit was not always enough; inconclusive means no clear call, values can overlap the other calls;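 further: 0% = neutral control wells and 100% = positive control wells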
Tat export inh: blocks Tat-dependent protein export in E. coli; E. coli MC4100 TorA-mCherry Tat export, fluorescence; inhibition, % at 10 µM; 340,000 tested, 0.036% active; AID 488895;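 active means mean replicate inhibition at least 50% and at least half of replicates individually reaching 50%; inconclusive means only one of the two criteria met; inactive means neither criterion met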;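 further: exported cargo escapes ClpAP degradation while cytoplasmic cargo is degraded and loses fluorescence; 0% = median of neutral control wells and 100% = median of NaSCN control wells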
phage Ecoli inh: E. coli growth loss with phage present | growth absorbance | inhibition, % at 11.9 µM | 360,000 tested, 0.26% active | AID 651602; in the data active means inhibition above about 11%
DAGLB inh: diacylglycerol lipase beta (human) inhibition; Q8NCG7; HEK293T DAGLB membrane lysate, EnzChek fluorogenic substrate; inhibition, % at 5.17 µM; 340,000 tested, 0.059% active; in the data active means inhibition above about 34%;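 further: 0% = enzyme with vehicle and 100% = wells lacking enzyme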
Target sequence (Q8NCG7 whole entry, looked up): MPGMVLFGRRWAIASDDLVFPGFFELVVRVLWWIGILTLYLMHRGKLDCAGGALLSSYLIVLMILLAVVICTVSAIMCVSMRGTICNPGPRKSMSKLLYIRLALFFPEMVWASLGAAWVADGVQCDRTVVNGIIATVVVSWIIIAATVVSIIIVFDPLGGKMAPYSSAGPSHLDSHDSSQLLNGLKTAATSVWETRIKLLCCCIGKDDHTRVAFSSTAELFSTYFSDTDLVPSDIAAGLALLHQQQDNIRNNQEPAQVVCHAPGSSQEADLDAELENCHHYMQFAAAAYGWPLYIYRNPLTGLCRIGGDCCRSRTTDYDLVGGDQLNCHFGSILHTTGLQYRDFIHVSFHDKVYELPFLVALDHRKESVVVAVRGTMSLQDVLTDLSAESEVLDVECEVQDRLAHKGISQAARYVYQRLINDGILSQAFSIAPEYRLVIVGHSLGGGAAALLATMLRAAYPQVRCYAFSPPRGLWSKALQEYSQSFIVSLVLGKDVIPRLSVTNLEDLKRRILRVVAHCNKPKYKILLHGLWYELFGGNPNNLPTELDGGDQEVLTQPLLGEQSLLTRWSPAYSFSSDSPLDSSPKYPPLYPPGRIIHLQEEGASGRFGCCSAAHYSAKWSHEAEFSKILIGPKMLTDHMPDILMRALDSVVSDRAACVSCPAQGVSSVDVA
PvdQ inh: P. aeruginosa PvdQ acylase inhibition | purified PvdQ acylase, fluorescence plate reader | inhibition, % at 10 µM | 340,000 tested, 0.063% active; in the data active means inhibition above about 30%, passing the limit was not always enough; inconclusive means no clear call, values can overlap the other calls;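 further: 0% = vehicle neutral wells and 100% = reference inhibitor wells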
Rtt109 Vps75: blocks Candida albicans Rtt109/Vps75 acetyltransferase activity; 330,000 tested, 0.16% active; inhibition, % at 34.9 µM; purified Rtt109/Vps75, ThioGlo CoA-SH fluorescence, 4 h; Q5AAJ8; AID 540336;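 active means inhibition of at least 50% in every replicate; inconclusive means best replicate reaches 50% inhibition but some replicates fall short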
Target sequence (Q5AAJ8 whole entry, looked up): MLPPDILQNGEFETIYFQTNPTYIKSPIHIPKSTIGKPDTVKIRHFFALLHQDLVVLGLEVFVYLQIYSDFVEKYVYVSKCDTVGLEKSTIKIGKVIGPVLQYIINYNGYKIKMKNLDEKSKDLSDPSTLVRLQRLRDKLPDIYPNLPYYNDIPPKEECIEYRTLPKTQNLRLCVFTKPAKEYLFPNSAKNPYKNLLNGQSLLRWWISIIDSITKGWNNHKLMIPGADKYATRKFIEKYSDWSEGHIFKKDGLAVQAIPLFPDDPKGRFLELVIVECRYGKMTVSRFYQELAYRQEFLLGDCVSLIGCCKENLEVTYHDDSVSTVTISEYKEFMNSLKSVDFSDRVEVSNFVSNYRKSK
E coli growth: reduces bacterial viability in AddAB counter-screen; inhibition, % at 11.9 µM; E. coli V3065 growth, OD600 absorbance, 18 h; 330,000 tested, 0.27% active;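 active means inhibition above the campaign's mean inhibition across all tested compounds plus 3 SD, cut at about 9.9% in these data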;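 further: uninfected addAB+ strain grown without phage in ampicillin broth; 0% = DMSO wells and 100% = ciprofloxacin 0.95 µg/ml wells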
CAL PDZ inh: human CAL PDZ-peptide interaction inhibition; 330,000 tested, 0.02% active; inhibition, % at 20 µM; purified CAL PDZ, TMR-peptide fluorescence polarization, 1 h; Q9HD26;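 active means highest replicate inhibition of at least 40%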;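 further: plate controls were DMSO neutral control wells for no effect and unlabeled competitor peptide control wells for full effect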
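Control set: unlabelled peptide and DMSO controls / Material: purified CerCALP PDZ construct / Timing: 1 h incubation at room temperature before polarization reading / Doses: 20 µM, one dose / Detection: fluorescence polarization (mP)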
Starred values were filed as active, the others as inactive; ? = inconclusive; · = no result given.

The line under a structure holds: CAL PDZ inh | phage Ecoli inh | Wnt bcat act | E coli growth | Rtt109 Vps75 | Tat export inh | PfHsp90 set2 | AddAB inh | PvdQ inh | DAGLB inh
COc1cccc(-c2c(C(=O)N/N=C(\C)c3cccnc3)nnn2-c2nonc2N)c1
  -2.5 | 4.7 | 0.7 | 0.8 | -1.8 | 1.0 | -5.0 | 0.8 | -6.3 | 2.5
Cc1ccc(OCc2nnc(SCC(=O)Nc3cccc4ccccc34)n2-c2ccccc2)cc1
  -2.6 | 2.9 | -4.3 | 1.3 | -1.1 | -4.9 | -4.8 | 1.4 | 4.4 | -0.5
Cc1ccccc1Cn1ccc(NC(=O)c2cnn3cccnc23)n1
  -3.1 | 1.6 | -0.5 | 1.5 | -4.4 | -9.1 | -21.7 | 1.0 | 3.4 | -1.1
COc1ccc(CNC(=O)C2CCN(S(=O)(=O)c3cccc4nonc34)CC2)cc1
  -0.9 | 0.1 | -3.9 | 0.3 | 4.1 | -4.3 | 6.5 | -0.5 | -13.0 | -2.0
O=C(CSc1nc2ccc([N+](=O)[O-])cc2s1)c1ccc2ccccc2c1
  -0.2 | 2.3 | 0.3 | · | -8.6 | 2.4 | -14.7 | · | -16.5 | -1.1
CC(=O)Cc1ccccc1OCC(=O)O
  -0.3 | 0.9 | · | -3.4 | -12.8 | -4.0 | · | -0.5 | -0.3 | -0.6
Nc1cc(N)nc(SCC(=O)NC2CCCCCCC2)n1
  -0.9 | 2.7 | 0.2 | · | 2.0 | 0.0 | -1.7 | · | -9.2 | 0.7
CC(C)(C)NC(=O)C(=O)N/N=C/c1ccc(F)cc1
  -2.5 | 6.0 | 9.5 | -1.0 | -6.8 | 19.0 | 11.3 | -2.8 | 3.8 | 1.6
CC(=O)c1ccc(NC(=O)CCCN2C(=O)C(c3ccccc3)Oc3cccnc32)cc1 (stereo not drawn)
  -2.0 | -0.6 | -0.4 | 0.9 | 3.6 | -0.8 | 11.0 | 3.0 | -14.4 | -1.3
CC(=Nc1ccccc1)C1=C(O)CC(C)(C)CC1=O
  -0.4 | 3.7 | -0.5 | 1.3 | -6.2 | 3.7 | 8.4 | 4.1 | -15.0 | 3.2
CCCc1cc(C(=O)Nc2ccc(C(=O)c3ccc(F)cc3)cc2)n(C)n1
  -2.3 | · | · | -1.6 | 5.3 | -2.4 | -19.0 | 0.4 | -9.8 | -3.7
COc1ccc(Cl)cc1NC(=O)CN(C1CCCCC1)S(C)(=O)=O
  -0.3 | 1.4 | -6.0 | -0.7 | 17.9 | -2.8 | -19.5 | 1.3 | -11.9 | 0.8
O=C(CSc1ncccn1)NCc1ccc(F)cc1
  0.1 | 1.2 | · | -1.2 | 3.6 | -5.9 | -35.8 | 3.5 | -17.3 | 1.5
O=C(CSc1nnc(-c2ccncc2)n1Cc1ccco1)Nc1ccccc1F
  -0.3 | 4.9 | 7.0 | -2.7 | 1.3 | 6.7 | -3.9 | -1.3 | -20.5 | -0.8
CCCN(CC(=O)Nc1cccc(Br)c1)CC(=O)Nc1ccc(F)c(F)c1F
  -1.5 | 1.5 | · | 1.8 | 16.3 | 1.8 | -12.9 | 3.0 | 0.4 | -6.1
Cc1cc(C)cc(C(=O)OCC(=O)NCc2cccs2)c1
  -0.1 | 1.2 | 0.5 | 0.0 | ? | 3.9 | -6.4 | 0.7 | -0.9 | -2.8
CCCCCSc1nnc(-c2cc(Br)ccc2N)c(=O)[nH]1
  -1.0 | 2.3 | -6.4 | 0.2 | 6.8 | -11.2 | · | 2.0 | 4.0 | 6.0
O=C1CN(C(=O)c2cc(Br)c(Br)s2)c2ccccc2N1
  -2.2 | 3.3 | -1.1 | -1.4 | -2.8 | -2.5 | -12.8 | 0.2 | -3.4 | -1.1
Cc1c(NC(=O)CN2C(=O)C(=O)c3ccccc32)c(=O)n(-c2ccccc2)n1C
  0.7 | 1.4 | -0.6 | 0.2 | 12.9 | 6.9 | 14.7 | 2.7 | 2.1 | -2.0
O=c1[nH]c2ccccc2n1Cc1ccc(F)cc1
  -2.2 | 0.5 | 0.5 | 0.6 | -11.1 | -5.7 | -2.6 | -1.5 | -6.7 | -5.4
O=C1/C(=C/c2cccs2)Sc2ccccc21
  -2.0 | 1.9 | · | 1.9 | 46.0 | -1.5 | 0.6 | -0.3 | 12.2 | -6.1
COc1cc(C(=O)N2c3ccccc3CC2C)cc(OC)c1OC (stereo not drawn)
  -0.5 | -1.2 | -0.4 | -1.7 | -4.5 | 9.4 | -10.5 | 3.1 | -17.1 | -1.8
O=C1[C@@H]2C(c3ccc(F)cc3)=NO[C@@H]2C(=O)N1Cc1ccccc1
  · | 4.2 | -1.8 | 1.0 | · | · | · | 1.0 | · | ·
COC(=O)C1=C(C)N(c2ccccc2)C(=S)NC1c1ccccc1C(F)(F)F (stereo not drawn)
  0.1 | 3.8 | -1.3 | 1.3 | · | 7.5 | 10.6 | 1.0 | -2.9 | -0.6
CSCCC(NC(=O)c1ccccc1Br)C(=O)NCC(c1ccco1)N1CCCCC1 (stereo not drawn)
  0.2 | 1.3 | -0.3 | 0.7 | 6.5 | 13.9 | -19.1 | -0.2 | 0.6 | -1.3
CN(Cc1ccccc1)C(=O)CN1C(=O)NC(C)(c2ccc(C(C)(C)C)cc2)C1=O (stereo not drawn)
  -2.4 | 0.0 | -1.3 | -4.0 | 17.8 | 10.0 | -7.2 | 1.9 | -12.0 | -1.1
O=C(O)CC(NC(=O)C12CC3CC(CC(C3)C1)C2)c1ccc(OC2CCCC2)cc1 (stereo not drawn)
  -1.0 | 4.6 | -3.5 | -1.3 | 13.1 | -7.4 | 9.0 | 4.1 | 8.8 | 3.0
CCN(CC)S(=O)(=O)c1ccc(/C=C/C(=O)Nc2ccc(N3CCOCC3)cc2)cc1
  0.2 | -0.8 | -3.5 | 0.9 | 3.1 | 17.3 | 20.3 | 1.8 | -7.8 | 3.2
CC(C)(C)OC(=O)N[C@H]1C=C[C@H](OC(=O)CC(=O)OCC(F)(F)F)C1
  -1.0 | 3.6 | -1.2 | 2.7 | -0.2 | 5.0 | -0.1 | -0.7 | -0.3 | -2.4
Cc1cccc(OCc2nnc(SCC(=O)N(C(C)C)C(C)C)n2Cc2ccco2)c1C
  -0.4 | 0.8 | · | -1.5 | -4.2 | 7.6 | 13.9 | -1.9 | 5.4 | 1.4
CCN1C(=O)[C@H]2[C@@H](c3ccc(-c4ccc(F)cc4)cc3)N[C@@](C)(C(=O)OC)[C@H]2C1=O
  -0.5 | 0.7 | -2.8 | -1.8 | 5.2 | 7.1 | -8.0 | -0.2 | -0.5 | 1.2
O=C(Nc1nnc(COc2ccc(Cl)cc2)s1)C1CCCO1 (stereo not drawn)
  · | 0.4 | -2.8 | 1.3 | 4.9 | 2.7 | 2.9 | 0.9 | -1.3 | -0.7
Nc1ccccc1-c1nc2ccccc2s1
  0.8 | 3.5 | 46.4* | 2.5 | -28.8 | -2.9 | -35.2 | 2.2 | 11.8 | -8.3
O=C(NCc1n[nH]c(=S)n1-c1ccccc1)c1ccco1
  0.2 | 1.4 | -1.7 | 2.0 | 2.2 | 10.3 | -5.6 | 1.3 | -1.0 | -1.0
Cc1ccc(S(=O)(=O)N2CCN(C(=O)c3ccccc3)C2)cc1[N+](=O)[O-]
  -1.8 | 3.6 | -18.3 | -1.8 | 1.8 | -11.2 | -20.3 | -1.5 | -16.5 | -2.4
O=C(O)c1cccc(NC(=S)NC(=O)c2cncc(Br)c2)c1
  0.5 | 2.4 | 29.5 | -0.5 | 12.3 | 0.3 | -14.6 | 2.0 | -8.4 | 0.5
COc1ccc(C(=O)c2c3ccccc3[n+]([O-])n2CCC(N)=O)cc1
  -0.3 | 3.9 | 2.9 | -1.9 | 11.9 | -0.6 | -16.6 | 0.5 | -5.4 | -0.1
COc1ccc(CCNC(=O)C2CCCN2S(=O)(=O)c2cccc3nsnc23)cc1OC (stereo not drawn)
  0.1 | 2.8 | 0.1 | 1.8 | -0.8 | -7.3 | 2.9 | 3.7 | 1.4 | -1.2
CS(=O)(=O)c1ccc(-c2cccc(NC(=O)c3ccco3)c2)nn1
  -0.3 | 4.1 | 1.8 | 2.1 | -2.5 | -4.7 | -25.2 | 1.4 | -6.8 | -2.0
N#CCNC1CC(=O)N(c2ccc(F)cc2)C1=O (stereo not drawn)
  -0.6 | 4.4 | -0.7 | 1.0 | 0.2 | -13.8 | 4.6 | -2.9 | -1.6 | -0.3
Cc1ccc(C(=O)COc2cc(C)nc3nncn23)cc1
  0.5 | 1.8 | -0.6 | 1.2 | -2.5 | 8.6 | -2.0 | 4.5 | -2.2 | 2.4
COc1ccc(CN(C)CC(=O)Nc2cccc(S(=O)(=O)N(C)c3ccccc3)c2)c(OC)c1
  -0.8 | 1.6 | -1.2 | 0.5 | 0.2 | -4.4 | 12.3 | 1.1 | -11.4 | -2.3
O=C(c1ccco1)N1CCN=C1SCc1c(F)cccc1Cl
  -4.6 | -1.8 | · | -0.4 | -3.6 | 7.1 | -6.7 | -0.5 | -12.0 | -5.1
CCOCCn1c(CN2CCOCC2)nc2c1c(=O)[nH]c(=O)n2C
  -0.8 | 3.0 | -4.7 | 2.1 | 8.8 | 1.8 | -6.7 | -0.8 | -9.3 | -0.9
O=C(COc1ccc(Cl)cc1)NNC(=O)c1ccccn1
  -2.2 | -5.4 | · | -9.1 | -2.0 | -7.4 | -13.2 | -5.8 | -1.7 | 2.9
CCC1(c2ccc(F)cc2)NC(=O)N(CC(=O)NCc2ccccc2Cl)C1=O (stereo not drawn)
  1.0 | 3.9 | 3.1 | -1.2 | -7.2 | 0.3 | 5.6 | -1.5 | -4.7 | 3.6
O=C(c1cccnc1)N1CCC(Oc2ccc(C(=O)N3CCCC(O)C3)cc2)CC1 (stereo not drawn)
  -0.1 | 5.5 | 0.8 | -0.9 | -2.7 | 1.4 | 7.3 | 0.5 | -7.7 | -0.7
COc1ccc(/C=N/n2c(=O)[nH]c3c([nH]c4ccc(C)cc43)c2=O)cc1CN1CCOCC1
  0.3 | · | -0.4 | · | -5.6 | -13.9 | 3.6 | · | 2.1 | 2.4
O=C1CCN(Cc2ccccc2)C=C1c1cccc(O)c1
  -0.5 | 2.1 | -1.1 | 0.7 | -1.0 | 1.7 | -36.0 | 1.9 | -8.5 | -3.0
CCOC(=O)C1CCCN(C(=O)COc2ccc(C(=O)c3ccccc3)cc2)C1 (stereo not drawn)
  -2.1 | 1.3 | -1.8 | · | 1.6 | 8.5 | · | · | -5.3 | -0.5

Given as tab-separated lines: 2 of the compounds above.
Molecule	CAL PDZ inh	phage Ecoli inh	Wnt bcat act	E coli growth	Rtt109 Vps75	Tat export inh	PfHsp90 set2	AddAB inh	PvdQ inh	DAGLB inh
O=C1CCN(Cc2ccccc2)C=C1c1cccc(O)c1	-0.5	2.1	-1.1	0.7	-1.0	1.7	-36.0	1.9	-8.5	-3.0
COc1ccc(/C=N/n2c(=O)[nH]c3c([nH]c4ccc(C)cc43)c2=O)cc1CN1CCOCC1	0.3	·	-0.4	·	-5.6	-13.9	3.6	·	2.1	2.4
